High-throughput results from PubChem.
Tau fibril ThT: blocks human tau fibril formation measured by thioflavin T; P10636; Potency, µM (titrated, usually from 57.4 µM), for inactives: at the highest dose activity, negative = inhibition, usual class: inhibitors; recombinant tau K18 P301L, heparin-induced fibrillization, ThT fluorescence; 270,000 tested, 2.1% active; note: % is set by controls: 0 for no effect and ±100 for the full control effect; nearly all actives have a fitted effect of over 55% in size
Target sequence (P10636 561-689 P618L limits assumed): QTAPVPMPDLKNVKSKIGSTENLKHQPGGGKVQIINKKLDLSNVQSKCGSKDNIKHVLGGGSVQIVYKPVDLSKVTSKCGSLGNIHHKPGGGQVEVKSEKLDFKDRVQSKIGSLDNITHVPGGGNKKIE
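Heparin-induced fibrillization of the P301L-mutant K18 repeat-domain fragment of human tau was followed by ThT binding in quantitative high-throughput format.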
Tau fluor cs: counter-screen for tau fibril formation inhibitors. 280,000 tested, 0.93% active. Potency, µM (top dose mostly 57.7 µM), for the others: top-dose activity change, negative = decrease. tau K18 P301L Alexa594 fluorescence, heparin fibrillization; note: % is set by controls: 0 for no effect and ±100 for the full control effect; nearly all actives have a fitted effect of over 55% in size
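Human tau K18 P301L (15 uM unlabeled, 0.24 uM Alexa 594-labeled) in 100 mM sodium acetate pH 7 with 20 uM heparin, 6 hr at 37 C. ThT 30 uM added, 1 hr ambient; Alexa 594 FP and total fluorescence read at 555/632 nm.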
Tau FP inhib: inhibitors of human tau fibril formation; K18 P301L tau heparin fibrillization, Alexa594 FP, 6 h; 280,000 tested, 0.39% active; P10636; AID 1468; Potency, µM (titrated, usually from 57.7 µM), inactives show top-dose activity, negative = inhibition, actives largely listed as inhibitors; note: % is set by controls: 0 for no effect and ±100 for the full control effect; nearly all actives have a fitted effect of over 55% in size
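Heparin (20 uM) drove fibril formation of recombinant tau K18 P301L, 15 uM unlabeled with 0.24 uM Alexa 594 label, for 6 hr at 37 C in 100 mM sodium acetate pH 7. Fluorescence polarization (555/632 nm) read 1 hr after 30 uM ThT.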
HTT cytoprotect: cytoprotection in Huntington HTT-Q103 PC12 cell model. PC12 HTT-Q103 induced, cytoprotection, ATP luminescence, 40 h. Potency, µM (top dose mostly 56.4 µM), for inactives: cytoprotection (ATP increase), most hits filed as activators. 230,000 tested, 0.14% active;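 note: % of control where 0% means no effect; nearly all actives have a fitted effect of over 45% in size; toxic huntingtin expression switched on by the ecdysone agonist tebufenozide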
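ATP quantification (ATPlite) reports survival of PC12 cells in which tebufenozide, 100 nM final, switches on Htt exon 1 with 103 glutamines linked to GFP; compounds are titrated.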
SMN2 splice enh: SMN2 splice variant enhancement. HEK293 SMN2-luciferase splicing reporter, luminescence, 30-36 h. Potency, µM (highest dose often 46.1 µM), for the others: top-dose activity change, positive = activation, hits mostly activators. 210,000 tested, 2.8% active; note: % of control where 0% means no effect; nearly all actives have a fitted effect of over 55% in size
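HEK293 cells carry an SMN2 minigene-luciferase reporter in which exon 7 inclusion puts luciferase in frame. Cells were seeded at 2000 cells/well, attached for 10-12 hours, then exposed to compounds for 30-36 hours at 37C before ONE-Glo luminescence.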
ALDH1A1 block: blocks purified human ALDH1A1 activity; P00352; Purified ALDH1A1, NADH fluorescence, propionaldehyde substrate; Potency, µM (titrated, usually from 75.3 µM), for inactives: at the highest dose activity, negative = inhibition, actives largely listed as inhibitors; 220,000 tested, 7.3% active; active = well fitted inhibition curve with a large enough effect, not every such curve was filed as active; inconclusive = small, poorly fitted or top-dose-only effect, or another doubt; inactive = no such curve, though single readings can be large or run the other way;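 note: plate controls were no enzyme wells and a reference inhibitor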
Target sequence (P00352 whole entry, looked up): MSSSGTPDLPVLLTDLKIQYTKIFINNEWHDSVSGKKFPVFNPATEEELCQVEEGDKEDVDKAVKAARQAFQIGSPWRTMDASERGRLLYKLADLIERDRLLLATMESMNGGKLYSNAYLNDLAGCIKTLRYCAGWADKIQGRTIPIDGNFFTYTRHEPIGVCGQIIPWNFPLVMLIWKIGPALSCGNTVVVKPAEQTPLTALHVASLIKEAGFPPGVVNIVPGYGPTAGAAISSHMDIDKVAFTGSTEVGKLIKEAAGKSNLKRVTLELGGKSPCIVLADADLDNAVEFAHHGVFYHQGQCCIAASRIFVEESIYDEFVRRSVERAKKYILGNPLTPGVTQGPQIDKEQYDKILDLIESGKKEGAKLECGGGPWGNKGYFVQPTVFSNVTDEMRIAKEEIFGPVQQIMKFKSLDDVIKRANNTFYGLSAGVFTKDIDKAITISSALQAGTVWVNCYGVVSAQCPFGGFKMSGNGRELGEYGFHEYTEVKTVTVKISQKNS
HTT aggregate: mutant huntingtin aggregation inhibition; Potency, µM (series often up to 46.1 µM), for the others: at the highest dose activity change, negative = inhibition, actives largely listed as inhibitors; 220,000 tested, 1.1% active; PC12 HttQ103-GFP aggregates, Acumen cytometry, 40 h; note: % is set by controls: 0 for no effect and ±100 for the full control effect; nearly all actives have a fitted effect of over 60% in size
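PC12 cells stably carrying ecdysone-inducible HTT exon 1 Q103–GFP were induced with tebufenozide (100 nM final) and treated with library compounds in titration. GFP aggregates in lysates were counted by laser scanning cytometry.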
JMJD2E inh: blocks human JMJD2E demethylase activity | JMJD2E catalytic domain, FDH-coupled NADH fluorescence (FDH is formaldehyde dehydrogenase) | B2RXH2 | 230,000 tested, 1.6% active | Potency, µM (doses to about 57.1 µM), for inactives: at the highest dose activity change, negative = inhibition, most hits filed as inhibitors; active = well fitted inhibition curve with a large enough effect, not every such curve was filed as active; inconclusive = small, poorly fitted or top-dose-only effect, or another doubt; inactive = no such curve, though single readings can be large or run the other way;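 note: 0% = wells with enzyme and -100% = buffer wells without enzyme; nearly all actives have a fitted effect of over 50% in size; many of its hits are not listed in these tables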
Target sequence (B2RXH2 1-337 limits assumed): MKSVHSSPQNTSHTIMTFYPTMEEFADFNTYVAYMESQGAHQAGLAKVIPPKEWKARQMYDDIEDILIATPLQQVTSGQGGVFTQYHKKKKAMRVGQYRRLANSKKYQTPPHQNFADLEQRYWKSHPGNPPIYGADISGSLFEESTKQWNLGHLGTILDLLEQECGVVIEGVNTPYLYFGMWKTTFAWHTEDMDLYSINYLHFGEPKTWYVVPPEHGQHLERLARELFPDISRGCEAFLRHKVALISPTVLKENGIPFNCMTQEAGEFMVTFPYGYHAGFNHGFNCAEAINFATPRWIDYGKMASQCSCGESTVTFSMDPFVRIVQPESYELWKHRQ
The depositor's hits bear a star; ? = inconclusive; / = no result given; [ ] = remark or other dose. Unless noted, calls come from the whole dose curve; as a rule, active = well fitted curve in the direction sought with a large enough effect; inconclusive = small, poorly fitted or top-dose-only effect, or another doubt; inactive = no such curve, though single readings can be large; an effect the other way counts as inactive or inconclusive. Potency is the fitted concentration of half-maximal effect.

SMILES	Tau fibril ThT	Tau fluor cs	Tau FP inhib	HTT cytoprotect	SMN2 splice enh	ALDH1A1 block	HTT aggregate	JMJD2E inh
CCOc1ccc(CCNC(=O)c2cc3c(=O)n(C)c4ccccc4c3n2C)cc1OCC	-13%	-12%	-2%	/	2%	/	/	/
CC(C)(C)NC(=O)NC(=O)CSc1ncccn1	5%	1%	-1%	-4%[10 µM]	21%	7%	10%	4%
Cc1ccc(C=Nc2ccccc2C#N)s1	-5%	-2%	-2%	39%[10 µM]	3%	?	-13%	-1%
CC1CCC(NC(=O)c2ccc(S(C)(=O)=O)cc2)CC1 (stereo not given)	-6%	-3%	8%	10%[10 µM]	28%	6%	-2%	5%
Cc1ccc2nc(-c3ccccn3)c(Nc3ccc(F)cc3)n2c1	?	?	0%	/	-5%	/	/	/
N#Cc1ccccc1OCC(=O)OCC(=O)c1ccc2c(c1)NC(=O)CO2	-16%	-10%	1%	11%[10 µM]	-89%[inhibitor]	4%	6%	6%
CCOC(=O)c1cnc2ccc(OCC)cc2c1NCc1ccccc1OC	?	-11%	-6%	-11%[10 µM]	-17%[1.84 µM]	?	-17%	4%
Cc1ccc(S(=O)(=O)Cc2ccccc2Cl)cc1	-8%	-11%	-2%	15%[10 µM]	19%	-1%	4%	7%
Cn1c(=O)[nH]c(=O)c2c1nc(N1CCN(Cc3ccccc3)CC1)n2CCSc1ncccn1	-10%	-4%	3%	-23%	-2%	-2%	14%	-5%
O=C(COc1ncnc2ccccc12)NC1CCS(=O)(=O)C1 (stereo not given)	0%	-3%	-3%	-31%	-9%	-1%	8%	0%
CCOc1ccc(C(=O)N2CCc3cc(OC)c(OC)cc3C2COc2ccc3c(C)cc(=O)oc3c2)cc1OCC (stereo not given)	-7%	-12%	-4%	/	14%	/	/	/
CCOC(=O)C1(Cc2ccc(OC)cc2)CCN(C(=O)CCn2cccn2)CC1	-11%	-14%	-1%	1%[10 µM]	/	/	-14%[9.22 µM]	-4%
O=C(NCc1ccc(F)cc1)C1CCC(=O)N1C1CCCCC1 (stereo not given)	-3%	-3%	-3%	-14%	7%	0%	-6%	6%
CCN(CC)S(=O)(=O)c1ccc(OC)c(NC(=O)c2ccc([N+](=O)[O-])cc2)c1	-7%	-28%	?	-13%	-9%	?	-18%	2%
COc1ccc(-c2nn(-c3ccccc3)cc2/C=N/Nc2cccc(C(=O)O)c2)cc1	?	-16%	-1%	-33%[inhibitor]	25%	?	11%	-6%
COc1ccc(-c2ccc(/C=N/NC(=O)Cc3nnc(N)s3)o2)cc1Cl	?	?	-1%	-30%[10 µM]	/	?	-13%[9.22 µM]	?
COc1ccccc1OCCSc1nc2ccc([N+](=O)[O-])cc2s1	?	?	11%	-9%[10 µM]	-14%	-9%	?	13%
O=C(O)c1ccccc1-c1ccccc1C(=O)Nc1cccc2ccccc12	-8%	-3%	-3%	3%	-3%	5%	19%	6%
COc1cccc(C(=O)N2CC(=O)Nc3ccc(C)cc3C2c2ccc(F)cc2)c1OC (stereo not given)	-2%	-2%	?	/	-5%	/	/	/
O=C(CCc1nc(-c2cccs2)no1)Nc1cnc2ccccc2c1	?	-14%	-3%	/	2%	10%	6%	?
COc1ccc(CNC(=O)CCn2c(=O)oc3ccccc32)cc1	-11%	-8%	5%	4%	6%	?	19%	-1%
COC(=O)C1=C(CSc2nc3ccccc3s2)NC(=O)NC1c1ccc(F)cc1 (stereo not given)	-16%	-14%	-15%	/	-13%	?	-6%	-1%
Cc1ccc2c(=O)cc(C(=O)Nc3ccc(S(=O)(=O)N(C)Cc4ccccc4)cc3)oc2c1	3%	-7%	?	/	3%	/	/	/
NS(=O)(=O)c1cc(C(=O)OCC(=O)Nc2ccc(Cl)cc2[N+](=O)[O-])ccc1Cl	?	?	7%	-31%[inhibitor]	-8%	-14%	-5%	2%
Cc1cc2nccc(-c3ccncc3)n2n1	-4%	1%	3%	6%	4%	-2%	?	-1%
COc1ccccc1CN1CCNC(=O)C1CC(=O)NCc1c(C)n[nH]c1C (stereo not given)	-1%	-11%	-8%	-15%[10 µM]	/	-11%	-23%[9.22 µM]	5%
Cc1ccc(NC(=O)Nc2nnc(Cc3ccc([N+](=O)[O-])cc3)s2)cc1	-18%	?	-20%	/	-6%	9%	-5%	6%
Cc1ccc2c(c1)c(=O)c1ccccc1n2CCCC(=O)Nc1ccc(F)cc1F	-11%	-11%	-14%	/	-1%	/	/	/
Cc1ccc(NC(=O)c2ccccc2Cl)cc1-n1cnnn1	-6%	-11%	2%	22%[10 µM]	/	-13%	-1%[9.22 µM]	2%
Cc1ccc2c(c1)-c1c(cnn1CC(=O)NC(C)CCc1ccco1)CO2 (stereo not given)	-6%	-3%	5%	0%[10 µM]	-2%	?	17%	-8%
C1=Cc2ccccc2Nc2ccccc21	?	-29%	14%	3%[10 µM]	/	/	-1%[9.22 µM]	5%
O=C(CSC1=NNC(c2ccccn2)S1)Nc1ccccc1 (stereo not given)	/	-24%	?	9%[10 µM]	/	/	2%[9.22 µM]	?
CCCC(C)NC(C)C(=O)NC1CCCC1 (stereo not given)	-4%	-2%	3%	2%[10 µM]	/	5%	-6%	4%
CCOCCCn1c(=S)[nH]c2ncccc2c1=O	2%	-3%	-7%	-8%	-6%	3%	9%	-2%
Cc1nn(CCc2nn[nH]n2)c2nc(-c3ccccc3)cc(C(F)(F)F)c12	-6%	-1%	12%	-61%[inhibitor]	-10%	?	-9%	?
CCN1CCN(C(=S)c2ccc(SC)cc2)CC1	-14%	-11%	-5%	-22%	13%	?	1%	1%
O=C(CCNC(=O)Cn1ccc2ccccc2c1=O)NCCCN1CCN(c2ccccc2F)CC1	?	9%	-1%	3%	/	?	7%	6%
CCOC(=O)N1CCN(C(=O)Cn2nc(C)c3sc4ccccc4c3c2=O)CC1	1%	-3%	-13%	-32%	-13%	1%	-6%	?
CSc1c(CC(=O)NCCO)n(C)c2ccccc12	0%	-2%	0%	23%[10 µM]	?	5%	6%	?
O=C(NCCN1CCOCC1)C1CCC(=O)N1Cc1ccccc1Cl (stereo not given)	-2%	4%	2%	30%[10 µM]	3%	-10%	-14%	8%
Cc1ccn2c(-c3csc(NCc4ccco4)n3)c(C)nc2c1	?	-22%	?	-33%	/	?	-19%	?
COc1cc(NC(=O)c2cc(-c3ccc4c(c3)OCO4)on2)cc(OC)c1OC	?	-17%	-9%	/	3%	/	/	/
CCN(CC)CCOC(=O)c1ccc(NC(=O)c2cc3c(=O)n(CC)c4ccccc4c3s2)cc1	?	-29%	?	/	9%	/	/	/
O=C(O)c1cccc(N2C(=O)/C(=C/c3ccc([N+](=O)[O-])cc3)C=C2c2ccccc2)c1	6.3µM*	?	-9%	?	-15%	25µM*	-14%	-23%
Cn1c(C(=O)N2CCN(Cc3ccc4c(c3)OCO4)CC2)cc2c(=O)n(C)c3ccccc3c21	-11%	-10%	-7%	-26%	3%	-17%	-22%	-24%
CC(C)c1ccc(N=C2N=C(N)c3ccccc32)cc1	?	-10%	7%	-2%[10 µM]	/	6%	-1%[9.22 µM]	0%
COc1ccccc1NC(=O)CN1C(=O)NC2(CCCCCCC2)C1=O	-5%	-12%	-3%	31%	5%	2%	2%	2%
CCOCCCNC(=O)C(NC(=O)CNC(=O)c1ccccc1)c1ccccc1 (stereo not given)	-16%	-4%	9%	18%	5%	13%	10%	2%

Of the compounds above, these contain fluorine.
SMILES	Tau fibril ThT	Tau fluor cs	Tau FP inhib	HTT cytoprotect	SMN2 splice enh	ALDH1A1 block	HTT aggregate	JMJD2E inh
Cc1ccc2nc(-c3ccccn3)c(Nc3ccc(F)cc3)n2c1	?	?	0%	/	-5%	/	/	/
O=C(NCc1ccc(F)cc1)C1CCC(=O)N1C1CCCCC1 (stereo not given)	-3%	-3%	-3%	-14%	7%	0%	-6%	6%
COc1cccc(C(=O)N2CC(=O)Nc3ccc(C)cc3C2c2ccc(F)cc2)c1OC (stereo not given)	-2%	-2%	?	/	-5%	/	/	/
COC(=O)C1=C(CSc2nc3ccccc3s2)NC(=O)NC1c1ccc(F)cc1 (stereo not given)	-16%	-14%	-15%	/	-13%	?	-6%	-1%
Cc1ccc2c(c1)c(=O)c1ccccc1n2CCCC(=O)Nc1ccc(F)cc1F	-11%	-11%	-14%	/	-1%	/	/	/
Cc1nn(CCc2nn[nH]n2)c2nc(-c3ccccc3)cc(C(F)(F)F)c12	-6%	-1%	12%	-61%[inhibitor]	-10%	?	-9%	?
O=C(CCNC(=O)Cn1ccc2ccccc2c1=O)NCCCN1CCN(c2ccccc2F)CC1	?	9%	-1%	3%	/	?	7%	6%

An excerpt; count on the stated rates, not on these rows.
